# High-throughput results from PubChem.
# PLAP inhibition – inhibition of human placental alkaline phosphatase – biochemical, luminescence, HTS (AID 690). purified PLAP, luminescent substrate; higher % means a stronger effect. inhibition, % at 20 µM, or IC50 in µM where a hit was titrated. 0.08% of 96,000 active; in the data active = a potency from the dose series; inactive = the rest, 99 in 100 with inhibition below about 30%; note: strong numbers were not always called active
# NFkB transloc pot – enhances IL-1B driven NFkB nuclear translocation | HUVEC IL-1B NFkB p65 nuclear translocation imaging | activation, % at 2 µM | 0.3% of 94,000 active;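 active = activation above 40%, about the mean plus 3 SD, also judged a hit on visual image review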;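 note: percent activation is computed from the nuclear over cytoplasmic p65 intensity ratio; values of inactives mirror those of a sister screen read the other way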
# MRP resist rev – reverses drug resistance mediated by MRP; H69AR cells + 2 uM doxorubicin, CellTiter-Glo, 72 h; differential viability (reversal), % at 10 µM; 0.04% of 85,000 active; AID 602;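 active = viability drop by adding the cancer drug above about 55%, with treated viability meeting a 40% cutoff, limit read from the data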;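 note: viability without doxorubicin minus viability with 2 µM doxorubicin for each compound; larger differential means the compound sensitizes cells more to doxorubicin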
# Bcl-B TR3 displacers – displacers of TR3 peptide from Bcl-B, primary screen, selectivity assay for Bfl-1 inhibitor project, biochemical, fluorescence polarization | FP displacement of FITC-TR3 peptide from Bcl-B; higher % means a stronger effect | one-dose displacement, % at 20 µM; IC50 in µM for titrated hits | 0.11% of 96,000 active | AID 748;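 active = displacement above 50% at 20 µM plus a fluorescence interference ratio under 1.5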;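 note: plate controls were wells without compound for no effect and wells lacking Bcl-B protein for full effect; a part of the inactive calls stands beside numbers as strong as those of hits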
# IL1B NFkB inh – blocks IL-1B driven NFkB nuclear translocation in HUVEC cells. inhibition, % at 2 µM. 0.43% of 94,000 active. HUVEC IL-1B NFkB p65 nuclear translocation imaging. AID 796;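 active = inhibition above about 30% together with a positive call from visual inspection of the well image, limit read from the data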;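 note: nuclear over cytoplasmic p65 intensity ratio measured by imaging; 0% = IL-1B stimulated DMSO wells and 100% = unstimulated DMSO wells; values of inactives mirror those of a sister screen read the other way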
# MRP resist rev cytotoxicity – also measured in MRP resist rev; calls as there; viability, %; H69AR cells, CellTiter-Glo, 72 h; measured here: cytotoxicity without doxorubicin
# MRP resist rev with doxorubicin – also measured in MRP resist rev; calls as there; viability, %; measured here: viability with 2 uM doxorubicin; hits give low values
# IL1B NFkB inh cell count 2 µM – further read-out of IL1B NFkB inh, marked with its call; cell count; measured here: cells passing quality filter;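 raw number of nuclei counted in each imaged well without normalization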
# NFkB transloc pot cell count 2 µM – also measured in NFkB transloc pot; calls as there; cell count; measured here: cells passing quality filter
# Starred values were filed as active, the others as inactive; x = no result given. The list is partial (hit frequency here may not be typical).
Molecule,PLAP inhibition,NFkB transloc pot,NFkB transloc pot cell count 2 µM,MRP resist rev,MRP resist rev cytotoxicity,MRP resist rev with doxorubicin,Bcl-B TR3 displacers,IL1B NFkB inh,IL1B NFkB inh cell count 2 µM
O=C(Cc1cccs1)Nc1nncs1,27.0%,4.0,167,-0.1,91.0,91.1,1.4%,-4.0,167
Cn1cc(SCC(N)=O)c2ccccc21,3.8%,-8.1,169,11.7,97.8,86.1,5.0%,8.1,169
CCCn1c(SCC(=O)NCCc2ccc(OC)c(OC)c2)nc2c1c(=O)n(C)c(=O)n2C,-50.1%,19.4,119,11.2,84.7,73.5,-14.2%,-19.4,119
O=[n+]1c2c(n([O-])c3c1CCCC3)CCCCC2,8.7%,-0.1,131,-12.5,95.1,107.6,-8.6%,0.1,131
Cc1nn(-c2ccccc2)c(C)c1/C=N\NS(=O)(=O)c1ccc(Cl)cc1,-62.0%,16.3,199,x,x,x,-1.4%,-16.3,199
O=C(NCc1nc2ccccc2[nH]1)c1ccco1,13.6%,4.6,148,1.9,95.8,93.9,3.6%,-4.6,148
Cc1ccc(N2C(=O)C3C(c4ccccc4)(C2=O)C3(c2ccccc2)c2ccccc2)cc1 (stereo not given),-6.3%,15.5,223,x,x,x,-1.0%,-15.5,223
Nn1c(Cc2cccc3ccccc23)nnc1SC1CCOC1=O (stereo not given),-20.8%,27.5,149,-6.4,90.2,96.7,3.4%,-27.5,149
COc1cccc(-n2nnc3c(=O)n(Cc4cccc(F)c4)cnc32)c1,16.4%,8.4,172,22.0,93.8,71.8,-6.1%,-8.4,172
CC(C)c1nc2oc3c(N4CCN(C)CC4)ncnc3c2c2c1CCC2,-69.1%,x,x,-25.8,33.7,59.4,-3.9%,x,x
O=c1c2[nH]c3cccc(Cl)c3c2ncn1CCN1CCCCC1,x,-9.2,194,x,x,x,x,9.2,194
O=C(CSC1=NCCN1)C1COc2ccccc2O1 (stereo not given),-81.1%,x,x,-14.3,75.0,89.2,0.3%,x,x
CCn1nc(CC(=O)Nc2ccc(-n3cnnn3)c(OC)c2)c2ccccc2c1=O,17.3%,-17.9,140,7.7,89.6,81.8,-12.9%,17.9,140
COc1ccc(C(CC(=O)NCCCN2CCOCC2)NS(=O)(=O)c2ccc(C)cc2)cc1 (stereo not given),-25.7%,19.8,118,10.4,106.5,96.1,-3.9%,-19.8,118
c1ccc(Cc2nnc3sc(C4COc5ccccc5O4)nn23)cc1 (stereo not given),x,3.9,130,x,x,x,x,-3.9,130
CCOC(=O)c1cccc(NC(=O)Cn2cc3c(n2)CCC(C)C3)c1 (stereo not given),-11.0%,x,x,-7.0,90.4,97.4,0.9%,x,x
Cc1c(C(N)=O)sc(N)c1C(=O)OC(C)C,8.8%,-4.7,89,-3.7,87.8,91.5,-7.6%,4.7,89
C/C(O)=C(\C#N)c1nnc2n1CCCCC2,-14.4%,-3.0,78,-9.3,95.0,104.3,2.2%,3.0,78
CCOc1ccc(-c2cc(C(=O)O)c3ccccc3n2)cc1,-39.0%,14.2,178,-6.9,86.6,93.5,10.0%,-14.2,178
Cc1cccc2c(=O)cc(C)n(CC(=O)N3CCOCC3)c12,-19.8%,-6.3,86,-4.4,80.5,84.9,2.7%,6.3,86
CCN(CC)/C(=N/O)NC(=O)NS(=O)(=O)c1ccc(C)cc1,8.8%,8.4,138,2.1,95.4,93.3,3.3%,-8.4,138
CCc1c(O)nc(SCC(=O)N2CCOCC2)n(-c2ccccc2)c1=O,-7.0%,11.2,187,3.2,104.9,101.7,-22.2%,-11.2,187
COc1cccc(NC(=S)NN2CCN(C)CC2)c1,-7.3%,2.2,203,x,x,x,-1.0%,-2.2,203
O=C(c1ccccc1F)N(Cc1ccc2c(c1)OCO2)Cc1cc2cc3c(cc2n2nnnc12)OCO3,-4.2%,5.7,155,-7.6,65.8,73.4,3.6%,-5.7,155
CCOc1ccccc1NC(=O)CSc1nccn1-c1ccccc1,16.6%,x,x,-0.5,73.0,73.5,0.0%,x,x
O=C1CSC(c2cccc(F)c2)N1c1ccccc1F (stereo not given),22.0%,6.7,110,8.8,95.6,86.8,-4.1%,-6.7,110
Cc1ccc(-c2nc3ccc(NS(=O)(=O)c4ccccc4)cc3[nH]2)o1,-46.3%,-26.8,135,3.5,103.9,100.4,6.4%,26.8,135
O=C(C1CCN(S(=O)(=O)N2CCC3(CC2)OCCO3)CC1)N1CCC(Cc2ccccc2)CC1,-32.9%,11.9,179,-11.7,70.7,82.4,-19.7%,-11.9,179
CCc1cc2cc(C)ccc2nc1SCC(=O)Nc1cc(C)on1,x,-11.5,93,-1.7,63.5,65.2,x,11.5,93
COc1cccc(C(c2nnnn2Cc2ccccc2)N2CCN(C3CCCC3)CC2)c1OC (stereo not given),-63.6%,27.4,159,-0.3,19.6,19.9,0.4%,-27.4,159
Cn1c(=O)n(C)c2cc(NC(=O)CCl)ccc21,16.3%,17.3,67,-0.2,1.5,1.7,3.3%,-17.3,67
O=C(NC(Cc1ccccc1)c1ccc2c(c1)OCCCO2)c1ccc(F)cc1 (stereo not given),-84.3%,43.7*,152*,x,x,x,-64.6%,-43.7,152
COc1cccc(Cn2c(NCc3ccccn3)nc3c2c(=O)n(C)c(=O)n3C)c1,x,11.1,126,-12.9,68.4,81.2,x,-11.1,126
O=C(Cn1cnc2c(oc3ccccc32)c1=O)N1CCCc2ccccc21,-7.5%,11.3,81,-11.8,74.9,86.7,1.9%,-11.3,81
COc1ccc(N/C=C/C(=O)c2sc(-c3ccccc3)nc2C)cc1,-3.5%,-2.2,147,x,x,x,-16.1%,2.2,147
COc1cccc(-c2cc(C(=O)N3CC4(C)CC3CC(C)(C)C4)no2)c1 (stereo not given),8.4%,-2.3,108,-37.6,44.9,82.6,-1.6%,2.3,108
Cc1cccc(-n2c(-c3ccco3)nc3nc4ccccc4nc32)c1,4.8%,-7.5,148,x,x,x,-1.4%,7.5,148
CC(C)CNC(=O)C1CCCN(S(=O)(=O)c2ccc(-n3cnnn3)cc2)C1 (stereo not given),15.4%,-5.3,151,-1.8,92.1,93.9,0.9%,5.3,151
CCOc1ccc(C(=O)NCCn2cc(SCC(=O)Nc3cc(C)on3)c3ccccc32)cc1,19.7%,21.3,113,-27.4,32.7,60.1,-11.4%,-21.3,113
NC(=O)c1nn(-c2ccccc2)nc1NC(=O)CN1CCCCC1,6.7%,-0.1,102,0.3,81.6,81.2,2.3%,0.1,102
CC1CN(CC(O)COc2ccccc2C(C)(C)C)CC(C)O1 (stereo not given),-45.4%,3.2,171,23.9,94.9,71.0,-9.9%,-3.2,171
N#C/C(Cn1c[n+](NC(=O)Nc2ccccc2)cn1)=N/O,6.2%,12.6,50,2.5,73.7,71.1,3.7%,-12.6,50
O=c1cc(CO)oc(CN2CCCC2)c1O,-10.7%,26.8,117,-14.9,86.4,101.3,-4.2%,-26.8,117
CCCCCC(=O)Nc1ccc(S(=O)(=O)Nc2nccnc2OC)cc1,-2.4%,15.6,162,x,x,x,-3.5%,-15.6,162
Cc1ccc(S(=O)(=O)N2C(=O)C(c3ccccc3)SC2=Nc2ccccc2)cc1 (stereo not given),-24.5%,13.6,139,x,x,x,-2.9%,-13.6,139
c1csc(-c2nn3c(Cn4nnc5ccccc54)nnc3s2)c1,-0.8%,0.1,124,5.6,92.4,86.8,-3.9%,-0.1,124
CCN1CCn2c3c(c4cc(C)ccc42)CCCC31 (stereo not given),-56.0%,-14.6,175,-1.3,89.3,90.6,-3.6%,14.6,175
CN(c1ccccc1C(=O)NCc1ccco1)S(C)(=O)=O,10.8%,8.3,127,-0.7,96.0,96.7,-3.8%,-8.3,127
O=C(COC(=O)c1cccnc1)Nc1ccc(F)cc1,-1.8%,-0.5,138,4.4,93.9,89.5,-4.2%,0.5,138
c1ccc(-c2n[nH]nc2-c2ccccc2)cc1,3.7%,-7.3,167,11.1,104.0,92.9,2.2%,7.3,167

# Three entries out of the list, arranged by count of non-hydrogen atoms, falling:
Molecule,PLAP inhibition,NFkB transloc pot,NFkB transloc pot cell count 2 µM,MRP resist rev,MRP resist rev cytotoxicity,MRP resist rev with doxorubicin,Bcl-B TR3 displacers,IL1B NFkB inh,IL1B NFkB inh cell count 2 µM
COc1cccc(-c2cc(C(=O)N3CC4(C)CC3CC(C)(C)C4)no2)c1 (stereo not given),8.4%,-2.3,108,-37.6,44.9,82.6,-1.6%,2.3,108
CN(c1ccccc1C(=O)NCc1ccco1)S(C)(=O)=O,10.8%,8.3,127,-0.7,96.0,96.7,-3.8%,-8.3,127
c1ccc(-c2n[nH]nc2-c2ccccc2)cc1,3.7%,-7.3,167,11.1,104.0,92.9,2.2%,7.3,167

# Record cards (already shown).
# N#C/C(Cn1c[n+](NC(=O)Nc2ccccc2)cn1)=N/O across the screens: PLAP inhibition: 6.2%; NFkB transloc pot: 12.6; NFkB transloc pot cell count 2 µM: 50; MRP resist rev: 2.5; MRP resist rev cytotoxicity: 73.7; MRP resist rev with doxorubicin: 71.1; Bcl-B TR3 displacers: 3.7%; IL1B NFkB inh: -12.6; IL1B NFkB inh cell count 2 µM: 50
# NC(=O)c1nn(-c2ccccc2)nc1NC(=O)CN1CCCCC1 across the screens: PLAP inhibition: 6.7%; NFkB transloc pot: -0.1; NFkB transloc pot cell count 2 µM: 102; MRP resist rev: 0.3; MRP resist rev cytotoxicity: 81.6; MRP resist rev with doxorubicin: 81.2; Bcl-B TR3 displacers: 2.3%; IL1B NFkB inh: 0.1; IL1B NFkB inh cell count 2 µM: 102
# CC(C)CNC(=O)C1CCCN(S(=O)(=O)c2ccc(-n3cnnn3)cc2)C1 (stereo not given) across the screens: PLAP inhibition: 15.4%; NFkB transloc pot: -5.3; NFkB transloc pot cell count 2 µM: 151; MRP resist rev: -1.8; MRP resist rev cytotoxicity: 92.1; MRP resist rev with doxorubicin: 93.9; Bcl-B TR3 displacers: 0.9%; IL1B NFkB inh: 5.3; IL1B NFkB inh cell count 2 µM: 151

# Remaining list, next part:
Molecule,PLAP inhibition,NFkB transloc pot,NFkB transloc pot cell count 2 µM,MRP resist rev,MRP resist rev cytotoxicity,MRP resist rev with doxorubicin,Bcl-B TR3 displacers,IL1B NFkB inh,IL1B NFkB inh cell count 2 µM
O=C1C(=Cc2cccn2-c2ccc(O)cc2)C(=O)c2ccccc21,35.4%,4.2,106,x,x,x,14.8%,-4.2,106
COc1cc(/C=C(/C#N)c2nc3ccccc3[nH]2)ccc1OC(=O)c1ccco1,-0.9%,2.4,131,x,x,x,3.2%,-2.4,131
CCN(CC)c1ccc(NC(=O)CC2Oc3ccccc3NC2=O)c(C)c1 (stereo not given),-5.1%,15.1,179,-25.6,25.0,50.5,-2.7%,-15.1,179
O=C1CC(c2ccccc2F)c2cc3c(cc2N1)CCC3 (stereo not given),14.7%,4.8,99,x,x,x,-3.1%,-4.8,99
O=C1CCC(=O)N1CN(Cc1ccco1)CN1C(=O)CCC1=O,-7.0%,6.5,91,20.1,86.2,66.1,6.1%,-6.5,91
O=C(NC(NCC1CCCO1)C(Cl)(Cl)Cl)c1cccc2ccccc12 (stereo not given),-0.7%,-1.1,88,x,x,x,-0.9%,1.1,88
Cc1ccc(S(=O)(=O)N2CCN(C(=O)N(c3ccccc3)c3ccccc3)CC2)cc1,-62.0%,1.9,50,-0.7,89.6,90.3,5.5%,-1.9,50
COc1ccc(-c2noc(-c3ccc4c(c3)OCO4)n2)cc1,6.8%,-6.2,95,-3.0,98.0,101.0,-23.9%,6.2,95
CCC(=O)N1CCN(c2ccccc2NC(=O)COc2ccccc2Cl)CC1,-50.4%,13.3,156,-14.5,67.0,81.5,9.5%,-13.3,156
Cn1nc(C(F)(F)F)c(C(=O)Nc2ccc(F)cc2F)c1Sc1ccc(Cl)cc1,19.7%,x,x,x,x,x,-1.6%,x,x
CC(=O)Nc1nc(C)c(C(C)=O)s1,6.5%,24.9,68,11.3,98.8,87.4,-8.3%,-24.9,68
N/C(=N\OC(=O)CCCOc1ccccc1)c1ccc(Br)cc1,8.6%,-6.6,131,x,x,x,-9.6%,6.6,131
C=CCCC(=O)Nc1nc(C)c(-c2csc(Nc3cc(Cl)ccc3OC)n2)s1,-6.4%,-6.8,182,x,x,x,-26.1%,6.8,182
Cc1nn(C(C)c2n[nH]c(=S)n2-c2cccc(Cl)c2)c(C)c1[N+](=O)[O-] (stereo not given),x,-7.2,85,-4.8,91.1,95.9,x,7.2,85
